Screens from PubChem BioAssay.
Mtb RmlCD inh – M. tuberculosis RmlC/RmlD coupled enzyme inhibitors, primary screen, biochemical, compound mixtures, 384-well, from 1536-well plates. RmlC+RmlD coupled enzyme assay, percent inhibition; primary screen in compound mixtures. inhibition, % at 3.6 µM. actives 0.03% (n = 160,000). AID 1533, 2009. dTDP-4-dehydrorhamnose reductase (Mycobacterium tuberculosis (strain ATCC 25618 / H37Rv)) …; in the data active means inhibition mostly above about 34%, no sharp cut-off; further: some results filed as inactive read as strong as hits
Target sequence (P9WH09 whole entry, looked up): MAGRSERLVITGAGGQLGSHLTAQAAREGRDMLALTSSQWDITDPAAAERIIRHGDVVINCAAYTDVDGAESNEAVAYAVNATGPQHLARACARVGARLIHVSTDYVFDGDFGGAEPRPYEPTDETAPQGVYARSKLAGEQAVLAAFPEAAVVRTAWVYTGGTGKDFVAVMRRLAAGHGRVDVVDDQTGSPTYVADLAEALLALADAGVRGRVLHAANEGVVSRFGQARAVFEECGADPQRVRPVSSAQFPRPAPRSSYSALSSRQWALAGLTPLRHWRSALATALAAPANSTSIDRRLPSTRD
Target sequence (P9WH11 whole entry, looked up): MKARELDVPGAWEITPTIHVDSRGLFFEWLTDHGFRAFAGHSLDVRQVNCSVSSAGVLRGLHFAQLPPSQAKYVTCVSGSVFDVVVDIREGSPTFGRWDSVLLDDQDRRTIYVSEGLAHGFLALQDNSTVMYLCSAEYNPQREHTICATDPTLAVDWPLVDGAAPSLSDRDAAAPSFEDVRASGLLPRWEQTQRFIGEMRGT
GlmU inhibition – inhibition of mycobacterial GlmU enzyme – biochemical, glucosamine-1-phosphate acetyltransferase (AID 1376) | Bifunctional protein GlmU (Mycobacterium tuberculosis (strain ATCC 25618 / H37Rv)) | M. tuberculosis GlmU acetyltransferase enzyme assay; higher % means a stronger effect | inhibition, %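 (tested at 30 µM in the primary screen)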, or IC50 in µM where a hit was titrated | actives 0.25% (n = 220,000); in the data active means inhibition above about 13%;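 further: 0% = complete reaction with vehicle and 100% = reaction without substrate; strong numbers were not always called active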
Active calls of the source: *; . = not tested or not shown. Some of the compounds tested; count on the stated rates, not on these rows.

structure,Mtb RmlCD inh,GlmU inhibition
Cc1nn(-c2nc3ccccc3n2Cc2ccccc2)c2c1C(=O)CC(C)(C)C2,.,6.8%
Cc1ccc(N(CC(O)CN(C)C)S(=O)(=O)c2ccccc2)cc1 (configuration not stated),4,2.8%
OCC1(Cc2ccccc2C(F)(F)F)CCN(Cc2ccncc2)CC1,9,0.3%
CSc1nc(-c2ccc(Cl)cc2)nn1C(=O)c1ccccc1,13,1.6%
CCOC(=O)c1cc(-c2ccco2)nc2c1c(C)nn2-c1ccccc1,8,-5.2%
O=C(NCc1ccc2c(c1)OCO2)c1ccc(Cl)c(S(=O)(=O)NCc2ccccc2)c1,8,3.0%
Cc1ccccc1NS(=O)(=O)c1cc(C(N)=O)ccc1C,4,0.5%
CC(C)Oc1ccc(CNC(=S)N/N=C/c2cccnc2)cc1,-4,-1.6%
COc1ccccc1CN1CC(C(=O)N2CCN(c3ccc(F)cc3)CC2)CC1=O (configuration not stated),-4,0.9%
CCCCn1c(=N)n(CC(O)COc2ccc(C)cc2)c2ccccc21 (configuration not stated),.,-6.2%
Cn1c(=O)c2c(nc(N3CCCCCC3)n2CC(=O)c2ccccc2)n(C)c1=O,9,1.3%
Cc1ccc(C(=O)Oc2ccccc2N2C(=O)C3C4CCC(C4)C3C2=O)cc1 (configuration not stated),6,0.2%
COc1ccc(C2=NOC(C(=O)Nc3ccc4c(c3)OCO4)C2)cc1OC (configuration not stated),-4,-1.4%
CC(/C=N/NC(=O)Cn1cnc2c1c(=O)n(C)c(=O)n2C)=C\c1ccccc1,6,-1.0%
Cc1ccc(-c2nnn(CC(=O)NC3CC4CCC3C4)n2)cc1 (configuration not stated),7,2.1%

Reformatted field by field: 4 of the compounds above.
Structure: Cc1nn(-c2nc3ccccc3n2Cc2ccccc2)c2c1C(=O)CC(C)(C)C2
  Mtb RmlCD inh: .
  GlmU inhibition: 6.8%

Structure: Cc1ccc(N(CC(O)CN(C)C)S(=O)(=O)c2ccccc2)cc1 (configuration not stated)
  Mtb RmlCD inh: 4
  GlmU inhibition: 2.8%

Structure: OCC1(Cc2ccccc2C(F)(F)F)CCN(Cc2ccncc2)CC1
  Mtb RmlCD inh: 9
  GlmU inhibition: 0.3%

Structure: CSc1nc(-c2ccc(Cl)cc2)nn1C(=O)c1ccccc1
  Mtb RmlCD inh: 13
  GlmU inhibition: 1.6%

New compounds follow:
structure,Mtb RmlCD inh,GlmU inhibition
O=C(COC(=O)c1ccccc1NC(=O)C1CC1)c1ccc2c(c1)OCCO2,10,0.0%
CC(=O)N1N=C(c2cccs2)CC1c1ccc(C)o1 (configuration not stated),8,1.1%
CC(C)C(=O)NC(Nc1cc(C(F)(F)F)ccc1Cl)C(Cl)(Cl)Cl (configuration not stated),1,0.9%
COC(=O)c1ccc(-c2ccco2)n1Cc1cc(C)ccc1C,.,-2.4%
Cc1cnc(C(=O)Nc2ccc3c(c2)CCC3)cn1,.,0.9%
O=C(NCCCN1CCOCC1)c1ccc2c(=O)n(CCc3ccccc3)c(=O)[nH]c2c1,-1,3.6%
CC1Cc2ccccc2N1S(=O)(=O)c1cccc(C(=O)NCCCn2ccnc2)c1 (configuration not stated),.,0.7%
Cc1[nH]nc2c1C(c1ccccc1F)CC(=O)N2 (configuration not stated),2,2.7%
NC(=O)c1sc2nc(-c3ccccc3)c3c(c2c1N)CCCC3,-2,-3.6%
CCn1cc(NC(=O)Nc2ccccc2C(=O)OC)c(C(N)=O)n1,10,2.5%
CCn1c(C)c(C(C)=O)c(N2CCN(c3ccc(OC)cc3)CC2)nc1=S,-11,1.1%
COc1ccc(S(=O)(=O)N2CCC(NC(=O)Nc3ccc(C)cc3)CC2)cc1,-11,-3.8%
O=C(c1cccc(F)c1)N1CCN(C(=O)c2cc(-c3ccc(Cl)cc3Cl)on2)CC1,.,0.9%
COc1cc(C)c(Br)cc1S(=O)(=O)N1CCCC1,-11,-3.9%
C[C@@H]1O[C@@H](O[C@H]2C[C@@H](O)[C@]3(CO)[C@H]4[C@H](O)C[C@]5(C)[C@@H](C6=CC(=O)OC6)CC[C@]5(O)[C@@H]4CC[C@]3(O)C2)[C@H](O)[C@H](O)[C@H]1O,.,-5.3%
COc1cc(C(=O)OCC(=O)Nc2cc(C)on2)c([N+](=O)[O-])cc1OC,0,1.8%
Cc1cc(Br)c(S(=O)(=O)n2nnc3ccccc32)cc1C,5,4.7%
COc1cccc(-c2cc(C(=O)NCc3cccs3)no2)c1,-2,-5.5%
COc1ccc(NC(=O)C(c2ccc(OC)cc2)N(C)C(=O)CC2NC(=O)NC2=O)cc1 (configuration not stated),.,-0.9%
CCCCCc1nnc(NC(=O)C2CCCO2)s1 (configuration not stated),4,4.0%
COc1ccc(CSc2nc(C)cc(=O)[nH]2)cc1,9,8.7%
CN(C(=O)CSc1ncccc1C(=O)O)c1ccccc1,.,1.4%
Fc1cccc(Cl)c1CSc1ccc2nnc(-c3ccccn3)n2n1,12,4.3%
COc1ccc(-c2noc(-c3ccc(Br)o3)n2)cc1,-8,6.4%
O=C(N/C(=C\c1ccc(-c2ccccc2)o1)C(=O)N1CCOCC1)c1ccccc1,8,0.1%
COc1ccc(C2/C(=C(\O)c3cccc(OC)c3)C(=O)C(=O)N2c2ccccn2)cc1 (configuration not stated),-11,24%
COc1cccc(N2CCN(C(=O)CCn3c(=S)[nH]c4cc5c(cc4c3=O)OCO5)CC2)c1,.,-3.0%
COc1cnc(SCc2ccc(Cl)cc2)nc1Cl,5,-0.7%
CCCc1nc(N)nc2c1C(=O)CC(C)(C)C2,.,5.9%
COc1ccc(Br)cc1/C=N/NC(=O)c1cc(Br)ccc1O,-15,2.0%
COC(=O)c1cc(=O)n(CCc2ccc(OC)c(OC)c2)c(=Nc2ccc(F)c(Cl)c2)s1,-4,-0.7%
O=C(Nc1ccc2c(c1)OCO2)C1CC(c2ccc(F)cc2)=NO1 (configuration not stated),-5,0.8%
O=C(COc1ccc([N+](=O)[O-])cc1)N/N=C/c1cc([N+](=O)[O-])ccc1N1CCOCC1,0,-4.1%
CCC(=O)Nc1ccc(-c2nn3c(C)nnc3s2)cc1C,.,0.1%
CC1CCCCN1S(=O)(=O)c1ccc2c(c1)CCN2C(=O)CCC(=O)O (configuration not stated),7,-0.6%
O=C(NCc1ccccc1)C(c1ccccc1)N(Cc1cccs1)C(=O)c1cnccn1 (configuration not stated),1,5.2%
O=C(c1cccc(C(F)(F)F)c1)N1CCC(=O)N(C(CO)Cc2ccccc2)CC1 (configuration not stated),.,1.8%
Cc1cccc(CSc2ccc(-c3ccco3)nn2)c1,4,0.8%
CC(=O)Nc1ccc(NC(=O)C23CC4CC(C2)CC(n2cnc(Br)n2)(C4)C3)cc1,.,2.4%
Cc1nn(C(C)c2n[nH]c(=S)n2-c2ccc(F)cc2)c(C)c1[N+](=O)[O-] (configuration not stated),.,3.6%
COc1cc(C(=O)NCCC(=O)NC2CCCCCCC2)cc(OC)c1OC,-4,4.9%
COC(=O)CNC(=O)COC(=O)/C=C/c1ccccc1[N+](=O)[O-],1,0.7%
Cc1ccc(CNC(=O)C(NS(=O)(=O)c2ccc3nc(C)sc3c2)C(C)C)cc1 (configuration not stated),-6,0.9%
Cc1ccc(C(=O)N(C)CC(=O)Nc2ccc(F)c(F)c2F)o1,-10,5.7%
O=S(=O)(NCC1CCCO1)c1ccc2c(c1)OCCO2 (configuration not stated),.,-1.4%

Looked up one by one from the list above:
structure,Mtb RmlCD inh,GlmU inhibition
Cc1nn(C(C)c2n[nH]c(=S)n2-c2ccc(F)cc2)c(C)c1[N+](=O)[O-] (configuration not stated),.,3.6%
COc1cc(C(=O)NCCC(=O)NC2CCCCCCC2)cc(OC)c1OC,-4,4.9%
CC(=O)Nc1ccc(NC(=O)C23CC4CC(C2)CC(n2cnc(Br)n2)(C4)C3)cc1,.,2.4%
Cc1ccc(CNC(=O)C(NS(=O)(=O)c2ccc3nc(C)sc3c2)C(C)C)cc1 (configuration not stated),-6,0.9%
COC(=O)c1cc(=O)n(CCc2ccc(OC)c(OC)c2)c(=Nc2ccc(F)c(Cl)c2)s1,-4,-0.7%
Cc1ccc(C(=O)N(C)CC(=O)Nc2ccc(F)c(F)c2F)o1,-10,5.7%
CC1CCCCN1S(=O)(=O)c1ccc2c(c1)CCN2C(=O)CCC(=O)O (configuration not stated),7,-0.6%

(continued)
structure,Mtb RmlCD inh,GlmU inhibition
Cc1ccc(-n2c(Cc3cccs3)nnc2SCC(=O)Nc2ccc(F)c(F)c2)cc1,-6,-4.3%
COc1ccc(C/C(=N\O)c2ccc(OC)cc2)cc1,-10,-4.2%
COc1cc(/C=N/NC(=O)NC2CCCCC2)cc(OC)c1O,9,5.4%
O=c1cccccc1NN=C1CCCCCC1,2,1.6%
O=c1[nH]c2cc3c(cc2cc1C(c1nnnn1CC1CCCO1)N1CCCCCC1)OCCO3 (configuration not stated),.,5.6%
Cc1cc(C)n2nc(SCC(=O)c3ccccc3)nc2n1,.,0.2%
CCOC(=O)N1CCC(NC(=O)CN2C(=O)C(CC)Oc3ccc(C)cc32)CC1 (configuration not stated),6,3.8%
CC(C)NC(=O)c1cc(-n2cnnc2)ccc1Cl,12,1.2%
Cc1oc(-c2ccoc2)nc1CN(CC1CCC(=O)N1)C(C)C (configuration not stated),-7,-1.6%
CCOC(=O)N1CCN(C(=O)CN(c2ccc(OCc3ccccc3)cc2)S(C)(=O)=O)CC1,-14,4.4%
CCCn1c(N)c(C(=O)CSc2nnc(C3CC3)n2Cc2ccccc2)c(=O)[nH]c1=O,3,-0.3%
COC(=O)CCC(=O)CN,.,2.2%
CC(NC(=O)c1cc2ccccc2o1)C(=O)O (configuration not stated),48,-3.7%
Cc1cccc(NC(=O)[C@H](Cc2ccccc2)NC(=O)OCc2ccccc2)c1,-1,-4.0%
N#CC1=C(SCc2ccccc2)NC(=O)CC1c1ccco1 (configuration not stated),-7,-1.7%
CC1(C)CC(=O)c2c(oc3cc(O)c(O)cc23)C1,2,-1.6%
Cc1ccc(OCc2nnc(SCC(=O)Nc3ccc4c(c3)OCO4)n2C)cc1,4,6.0%
O=C(Nc1cccc(S(=O)(=O)Nc2ccccc2F)c1)c1ccc2ccccc2n1,6,4.2%
Cc1ccc(CNC(=O)C2CC(c3ccccc3[N+](=O)[O-])=NO2)o1 (configuration not stated),-9,0.0%
Cc1ccc(-c2nnc(SCC(C)C)n2C)cc1,-1,1.8%
C[C@@H](CN1C2=NC[C@H](C)N2C[C@H]1Cc1ccc(O)cc1)NC(=O)CCC1CCCCC1,.,-5.4%
COc1ccc(/C=C/C(=O)NCCOc2ccc(C)cc2)cc1,2,3.3%
COc1cc(C2NC(=S)NC(c3ccccc3)=C2C(C)=O)ccc1O (configuration not stated),3,4.0%
O=C(c1ccccc1F)N1CCN(c2ccc([N+](=O)[O-])c(NCC3CCCO3)c2)CC1 (configuration not stated),-13,-0.8%
CCOCCCN1C(=O)CN(C2CCCCC2)C(=O)C1c1ccc(OCC)c(OC)c1 (configuration not stated),16,2.9%
O=C(CC12CC3CC(CC(C3)C1)C2)NCCN1CCOCC1,.,0.7%
NC(=O)C(CC(=O)O)NC(=O)[C@@H]1CCOc2c(I)cc([N+](=O)[O-])cc2C(=O)N[C@@H](CCC(=O)O)C(=O)N[C@@H](CO)C(=O)N1 (some centres not stated),.,-1.2%
CCN(CC)c1ccc([N+](=O)[O-])cc1C(=O)N1CCOCC1,-9,1.6%
CC(NC(=O)COC(=O)c1cc(NS(=O)(=O)c2ccc(Cl)c([N+](=O)[O-])c2)ccc1O)C1CC2CCC1C2 (configuration not stated),4,7.7%
O=C1CCCC2=C1C1(O)C(=O)c3ccccc3C1(O)O2 (configuration not stated),10,-3.4%
CCn1c(SCC(=O)O)nc2ccccc21,10,1.8%
CCN(CC)S(=O)(=O)c1cccc(C(=O)OCC(=O)NC(C)c2ccccc2)c1 (configuration not stated),.,3.5%
Cc1ccc2[nH]c(=O)c(C(c3nnnn3C(C)(C)C)N3CCN(C(=O)c4ccco4)CC3)cc2c1 (configuration not stated),15,1.6%
CCCCC(=O)NC(=O)NC(c1ccccc1)c1ccccc1,.,-2.2%
Cn1c(=O)c(=O)n(C)c2cc(S(=O)(=O)N3CCN(c4ccc(F)cc4)CC3)ccc21,5,-0.8%
O=C(CSc1nnc(Cc2cc(=O)[nH]c(=O)[nH]2)n1-c1ccccc1)N1CCCCC1,-7,-0.1%
CC(C)Oc1cccc(OCCN2C(=O)c3ccccc3C2=O)c1,-15,-5.5%
CCOc1ccc(NC(=O)c2sc(N3CCOCC3)nc2-c2ccccc2)cc1,-1,-4.2%
COc1cc2c3c(c1OC)C1(C=CC(=NNC(N)=O)C=C1)CC3N(C(C)=O)CC2 (configuration not stated),1,7.0%
CC(=O)NNC(=S)Nc1cc(S(=O)(=O)N(C)C)ccc1C,-11,0.8%
